Compound activity from PubChem.
yeast mec2-1: NCI yeast anticancer drug screen, S. cerevisiae mec2-1 strain; % growth inhibition at 50 µM; hit rate 9% among 79,000; AID 157;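 also: 0% = growth of vehicle-only cultures of the same strain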
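Vehicle-treated cultures served as reference for growth inhibition of compound-exposed mec2-1 yeast.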
yeast rad50: NCI yeast anticancer drug screen, S. cerevisiae rad50 strain; % growth inhibition at 50 µM; hit rate 10% among 79,000;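 also: 0% = growth of vehicle-only cultures of the same strain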
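Inhibition values express reduced yeast growth in compound-treated cultures relative to vehicle-treated controls.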
cln2 rad14: NCI yeast anticancer drug screen, S. cerevisiae cln2 rad14 strain; hit rate 8.3% among 78,000; growth inhibition, % at 50 µM;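 also: 0% = growth of vehicle-only cultures of the same strain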
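Compounds are applied to the cln2 rad14 yeast strain, and growth is then compared with that of vehicle-treated cultures to give inhibition.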
sgs1 mgt1: NCI yeast anticancer drug screen, S. cerevisiae sgs1 mgt1 strain | hit rate 10% among 78,000 | % growth inhibition at 50 µM | AID 161;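 also: 0% = growth of vehicle-only cultures of the same strain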
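Growth of a repair-deficient yeast mutant was monitored after compound treatment and expressed as inhibition relative to vehicle-treated cultures.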
yeast bub3: NCI yeast anticancer drug screen, S. cerevisiae bub3 mutant strain; % growth inhibition at 50 µM; hit rate 9.9% among 78,000;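 also: 0% = growth of vehicle-only cultures of the same strain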
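Whole-cell yeast assay. The mutant strain was incubated with compounds, and growth inhibition was determined by comparison with vehicle-treated cells.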
yeast mlh1 rad18: NCI yeast anticancer drug screen, S. cerevisiae mlh1 rad18 strain | AID 175 | hit rate 11% among 79,000 | % growth inhibition at 50 µM;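 also: 0% = growth of vehicle-only cultures of the same strain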
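A repair-deficient yeast strain is exposed to test compound, and growth is scored relative to vehicle-treated controls.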
Starred values were filed as active, the others as inactive; . = no result given; & = joins results of further samples; ! = a repeat was not active. Rule as the data show it: active = growth inhibition above about 70%; inactive = the rest. The order is random; 14% or so of the library scored in one or more.

SMILES	yeast mec2-1	yeast rad50	cln2 rad14	sgs1 mgt1	yeast bub3	yeast mlh1 rad18
CCOC(=O)/C(C#N)=C\Nc1ccccc1Cl	24	0	36	5	3	26
OCCCc1ccc2c(c1)[C@H](CO)[C@@H](c1ccc(O)cc1)O2	-1	-25	-18	-26	-1	-37
NC(=O)C1=NNc2ccccc2C(=O)N1c1ccccc1	-10	8	10	-20	7	3
CC(=O)Nc1ccc(/C=N/Nc2nc3ccccc3s2)cc1	-11	-10	-50	-5	2	31
COC(=O)CC1NC(=O)[C@]1(C)[C@H](C)O (some centres not stated)	-16	-37	-14	-33	-48	-49
CCOc1ccc(C(C)c2cc3c(cc2OC)OCO3)cc1C (configuration not stated)	-23	24	-20	-22	-24	-54
COc1ccc([N+](=O)[O-])cc1NC(=O)N/N=C(\C)C(C)(C)C	18	5	-9	9	3	6
COC(=O)C(C#N)C(c1ccccc1)c1c[nH]c2ccccc12 (configuration not stated)	16	77*	24	56	-5	71*
C#CC1(O)CCC2[C@@H]3CCc4cc(Oc5nc(F)nc(-c6c7ccccc7cn6C)n5)ccc4C3CC[C@@]21C (some centres not stated)	25	37	5	1	33	43
C=C1CC[C@H]2C(C)=CC[C@@H]3[C@H](OC(=O)[C@H]3CN(C)C)[C@@H]12	-4	8	33	2	26	16
CCCC(=O)OCc1cc(=O)n(C)c2c3c4c(cc12)c(C)cc(=O)n4CO3	-11	25	14	23	-11	22
Cc1cc(S(=O)(=O)Nc2nc(N)nc(N(C)C)n2)c(SCC(=O)O)cc1Cl	-6	-23	8	-6	-9	4
Cc1nc2c(N3CCCCC3)ncnc2o1	-1	7	-29	-6	-14	4
C(#Cc1ccncc1)c1ccncc1	7	0	-5	-3	13	10
COc1ccc(C(=O)C(C)(CCC(=O)O)CCC(=O)O)cc1	-11	-9	-24	10	-3	3
Cc1ccc(Cl)c(S(N)(=O)=O)c1	14	35	3	-21	9	19
COC(=O)C1=C(\O)C[C@@]2(C)CC[C@@H](C(=O)OC)C2C/C=C\1C(=O)OC (some centres not stated)	-6	-5	11	0	-9	35
COc1ccc2c3c1OC(C)C31CC(=O)CCC1CC2 (configuration not stated)	15	7	5	8	11	-1
N#Cc1c2c(c(Cl)n3c1nc1ccccc13)CCC2	9	14	-26	33	0	1
COC(=O)N/N=C(\Cc1ccccc1)CN(C)C	-16	7	14	-7	-12	-7
Cc1cc(O)c(/C=N/C(=S)NCCc2ccccc2)c(=O)o1	-30	-4	10	-10	7	-21
COC(=O)C1CN=CN1CCc1ccccc1 (configuration not stated)	-11	-2	12	5	2	46
CSCSCC(N)C(=O)O (configuration not stated)	-3	-15	-35	-7	-23	-9
CC(C)[N+]([O-])(CCCNc1c2ccccc2nc2cccc([N+](=O)[O-])c12)C(C)C	87*	88*	96*	94*	12	95*
Cc1ccc(S(=O)(=O)OCCN(CCOS(=O)(=O)c2ccc(C)cc2)c2cccc(Cl)c2)cc1	2	14	19	5	-4	30
O=C1c2ccccc2C(=O)N1Cc1ccc(CN2C(=O)c3ccccc3C2=O)cc1	-4	-9	-12	-16	-2	-11
COc1ccc(C2N(C=O)CC34CC(=O)C=CC23C4)cc1O (configuration not stated)	-6	22	-18	-4	17	18
CC(C)CCC(C)(C)c1cc(O)ccc1O	99*	98*	87*	76*	99*	98*
O=Nc1ccc(O)cc1O	2	17	-39	1	33	19
CC(C)CCCC(=O)O	-8	-10	28	-1	-3	-14
CC(C)Cc1cnc(CC(C)C)c(=O)[nH]1	-45	-14	11	-28	-40	-26
O=C1Nc2ccccc2/C1=N/N=C/c1cc(Cl)cc(Cl)c1O	9	33	.	.	.	20
COC(=O)C1C(O)C(C)C(O)C(C)C=C(C)C2=C3C(=C(C)C(=O)c4c(O)c(c(C)c(OC(C)=O)c43)NC(=O)C(C)=C/C=C\C(C)C(O)C(C)C1O)OCO2 (configuration not stated)	-9&22	5&53	3&29	90*!	8&38	9&18
CCOC(=O)Nc1cccc(Cl)c1Cl	-39	-31	7	-22	-28	-8
COC(=O)C1OC(O[C@H]2CC[C@]3(C)[C@H]4CC=C5[C@@H]6CC(C)(C)CC[C@]6(C(=O)OC)[C@H](O)C[C@@]5(C)[C@]4(C)CC[C@H]3C2(C)C)C(O)C(O)C1O (some centres not stated)	38	14	26	27	21	33
CC(=O)N=C1C=C(NC(C)=O)C(=O)c2ccccc21	15	-20	-27	2	52	-20
Cc1cc2nn(C3CCCO3)nc2cc1C (configuration not stated)	-24	-11	-15	-22	-4	-36
O=Cc1c2c(cc3c1CC1(C3)Cc3cc4c(c(C=O)c3C1)CCCC4)CCCC2	12	5	25	4	17	25
COC(=O)C(=O)C(C(=O)C=C(C)C)c1nc2n(c1O)C(=N)N=N2 (configuration not stated)	21	13	-2	14	13	17
COc1ccc2nc3cc(Cl)ccc3c(NCC(O)CNc3c4ccc(Cl)cc4nc4ccc(OC)nc34)c2n1	30	25	9	17	2	11
COC(=O)C(=O)C(C(=O)C(=O)Nc1ccc([N+](=O)[O-])cc1[N+](=O)[O-])c1nc2ccc(Cl)cc2[nH]c1=O (configuration not stated)	23	25	3	12	13	35
CCCCCCCCCCCC(=O)N/N=C/c1ccccc1OC	7	-1	-19	-10	4	13
COc1ccc(C2CC(c3c(C)nn(-c4ccccc4)c3-c3ccc(C)cc3O)=NN2c2ccccc2)cc1 (configuration not stated)	-12	-4	-2	-11	-3	50
CC1=NN(c2ccccc2)C(=O)/C1=C/N(C)C	18	36	23	0	33	6
CCOC(=O)/C(=C\c1ccc([N+](=O)[O-])cc1)C(C)=O	95*	93*	87*	92*	92*	92*
CC(=O)OCCOCCN1CCN(c2c(O)c3c(c(O)c2Cl)C(=O)C=CC3=O)CC1	88*	80*	87*	91*	89*	90*
CCCCCCCCCCCCOC(=O)c1ccc([N+](=O)[O-])cc1	15	-2	-9	6	20	-13
c1ccc(C2=NN=C(c3ccccc3)CCC2)cc1	-23	4	-7	-6	-8	-4
CCC(=O)c1ccc(OC(=O)Nc2ccc(C)c(NC(=O)Oc3ccc(C(=O)CC)cc3)c2)cc1	1	-20	-2	-1	12	11
CCCNC(=O)OCCN(CCOC(=O)NCCC)CCc1cccc(OC)c1OC	12	7	-12	5	0	8

Later entries
SMILES	yeast mec2-1	yeast rad50	cln2 rad14	sgs1 mgt1	yeast bub3	yeast mlh1 rad18
COC(=O)C1(C)CCCC2(C)C3CC4OC4(C(C)C)CC3(O)CCC12 (configuration not stated)	7	-4	-8	4	-12	42
FC(F)(F)c1ccc(C=NC23CC4CC(CC(C4)C2)C3)cc1	-9	-9	-27	-16	-19	-31
CCOC(=O)C(=CN1CCCc2ccccc21)C(=O)OCC	-17	5	-35	14	5	-6
O=Nc1c(NO)n(-c2ccccc2)c(=S)n1-c1ccccc1	16	12	34	14	15	32
O=C(O)COc1ccc(C(=O)/C(SS/C(C(=O)c2ccc(OCC(=O)O)c(Cl)c2Cl)=C2\C=C(c3ccc(F)cc3)SS2)=C2/C=C(c3ccc(F)cc3)SS2)c(Cl)c1Cl	-28	-35	2	-14	-22	84*
CC(=O)CC(=O)Nc1ccccc1Cl	-5	19	-6	24	-5	16
Cc1cc(S(=O)(=O)Nc2n[nH]c(Nc3ccccc3)n2)c(S)cc1Cl	9	-4	10	-14	13	20
ClCCCSSCCCCl	21	24	-8	20	14	4
COC(=O)c1cc(C)nc(Cl)c1C(=O)O	5	2	0	-2	-2	-6
C/C=C/C(CC(O)(C(F)(F)F)C(F)(F)F)=N/NC(N)=S	-28	-20	-18	-20	-3	-12
O=c1[nH]c(Cl)nc2c1cnn2-c1ccccc1	21	43	19	26	-29	-2
Cc1ccc(Nc2n[nH]c(=S)s2)c(C)c1	15	56	48	70*	53	24
CC1CCCC(C)N1 (configuration not stated)	-9	2	-2	-2	2	11
CCCCCCCCCCCC1C(C#N)C(=O)NC(=O)C1C#N (configuration not stated)	5	49	-8	65	-28	26
CCCn1c(SCC)c2ccccc2c1-c1nc(F)nc(F)n1	-22	-12	19	-7	-21	4
C#CCC(C(=O)OC)N(CC)CC (configuration not stated)	-22	26	1	41	46	34
CCCN(CCC)C1CC(n2cc(C)c(=O)[nH]c2=O)OC1CO (configuration not stated)	-5	-19	-14	-19	-32	-21
CON(C)S(=O)(=O)c1ccc(Cl)cc1	-10	8	-19	-4	-2	-6
Cc1cc(C)nc(Sc2c([N+](=O)[O-])ncn2C)n1	-17	4	5	-21	13	-10
Cc1c(C)c(C)c(CSC(=N)N)c(C)c1C	93*	92*	86*	93*	83*	92*

Structures from the list above containing a carbonyl joined to an NH by a bond outside any ring, in the order listed:
SMILES	yeast mec2-1	yeast rad50	cln2 rad14	sgs1 mgt1	yeast bub3	yeast mlh1 rad18
NC(=O)C1=NNc2ccccc2C(=O)N1c1ccccc1	-10	8	10	-20	7	3
CC(=O)Nc1ccc(/C=N/Nc2nc3ccccc3s2)cc1	-11	-10	-50	-5	2	31
COc1ccc([N+](=O)[O-])cc1NC(=O)N/N=C(\C)C(C)(C)C	18	5	-9	9	3	6
COC(=O)N/N=C(\Cc1ccccc1)CN(C)C	-16	7	14	-7	-12	-7
CCOC(=O)Nc1cccc(Cl)c1Cl	-39	-31	7	-22	-28	-8
CC(=O)N=C1C=C(NC(C)=O)C(=O)c2ccccc21	15	-20	-27	2	52	-20
COC(=O)C(=O)C(C(=O)C(=O)Nc1ccc([N+](=O)[O-])cc1[N+](=O)[O-])c1nc2ccc(Cl)cc2[nH]c1=O (configuration not stated)	23	25	3	12	13	35
CCCCCCCCCCCC(=O)N/N=C/c1ccccc1OC	7	-1	-19	-10	4	13
CCC(=O)c1ccc(OC(=O)Nc2ccc(C)c(NC(=O)Oc3ccc(C(=O)CC)cc3)c2)cc1	1	-20	-2	-1	12	11
CCCNC(=O)OCCN(CCOC(=O)NCCC)CCc1cccc(OC)c1OC	12	7	-12	5	0	8
CC(=O)CC(=O)Nc1ccccc1Cl	-5	19	-6	24	-5	16

(cont.)
SMILES	yeast mec2-1	yeast rad50	cln2 rad14	sgs1 mgt1	yeast bub3	yeast mlh1 rad18
O=C1c2ccncc2C(=O)N1CCO	-14	-15	-13	-16	1	7
Cc1ccc(C(=O)OC[C@H]2CC[C@@H](n3cc(N(C)C4CCCCC4)c(=O)[nH]c3=O)O2)cc1	-32	2	14	9	-2	32
N#Cc1ccccc1C#N	-5	-1	-14	-8	-5	0
C(#[C][Sn]([c]1ccccc1)([c]1ccccc1)[c]1ccccc1)c1ccccc1	95*	98*	98*	98*	99*	99*
CC(C)(C)[Si](C)(C)OCC1OC(n2cnc3c(N)ncnc32)C(O)C1O (configuration not stated)	-15	-12	0	5	4	-2
CC(C)(C)C1=CC(=O)OC1(Cl)C(C)(C)C (configuration not stated)	7	-1	9	-1	14	-9
O=[N+]([O-])C(c1ccccc1)C(c1ccccc1)C(c1ccccc1)[N+](=O)[O-] (configuration not stated)	6	4	23	6	23	10
C=CCC1(O)CC[N+](C)(C)CC1	2	5	19	11	-3	14
C[N+]12C=CC=C1C(N1CCCC1)c1scc(-c3ccc(F)cc3)c12 (configuration not stated)	13	3	9	22	13	24
Cn1c(=O)c(Cc2c(O)c3ccccc3n(C)c2=O)c(O)c2ccccc21	-16	-21	2	-20	-12	-10
CC(=O)OCC1OC(OC(C)=O)C(NC(=O)CN(Cc2ccccc2)S(C)(=O)=O)C(OC(C)=O)C1OC(C)=O (configuration not stated)	14	-9	-2	-16	0	-4
O=[N+]([O-])c1ccc(SC2=NCCCN2)c(Cl)c1	-1	37	11	34	33	26
CCC#CCCCCCCCCC(F)C(=O)O (configuration not stated)	-25	4	2	-10	-31	-20
CC1(C)CC(=O)C2=C(C1)NC(=O)CC2	-56	-28	-1	-13	-54	-25
CS1(C)=NC(=O)c2cc([N+](=O)[O-])ccc2N=1	19	12	-25	10	12	13
COC(=O)C1CCCN1C(c1ccccc1)(c1ccccc1)c1ccccc1 (configuration not stated)	-2	-9	-2	-12	2	-24
CCOC(=O)Nc1cc(OCCc2ccccc2)cc(NC(=O)OCC)n1	-10	-1	-6	-2	8	18
CCOc1ccccc1NC(=O)C(=O)C(c1ccccc1)S(=O)(=O)Cc1ccccc1 (configuration not stated)	-12	-1	5	-10	-7	-2
CCC(C)/C(C)=N/NC(N)=O (configuration not stated)	18	58	22	37	25	68
CC(C)=C1C(=O)C[C@]2(C)C[C@H]3/C(=C(/C)CCC12)CC[C@@]3(C)O (some centres not stated)	-1	46	29	2	-6	-8
CCC(C)C(C(=O)OCCN(CC)CC)c1ccccc1 (configuration not stated)	-22	-13	22	1	-8	-21
CC(=O)O[C@H]1C(=O)[C@@]2(C)C(C(OC(=O)c3ccccc3)[C@]3(O)CC(OC(=O)[C@H](OC(=O)CCC(=O)O)C(NC(=O)c4ccccc4)c4ccccc4)C(C)=C1C3(C)C)C1(OC(C)=O)COC1C[C@@H]2OC(=O)CCC(=O)O (some centres not stated)	-5	30	-7	-25	-8	.
O=C1CCC(c2ccccc2)CCN1 (configuration not stated)	-26	-16	-22	2	-15	-8
S=c1[nH]nc(-c2n[nH]c3ccccc23)o1	4	3	-51	6	-3	1
